Assay outcomes: PubChem, Sanford-Burnham Center for Chemical Genomics
MPTP inh: mitochondrial permeability transition pore inhibitors, primary screen, biochemical, isolated mouse mitochondria, absorbance. Ca2+ swelling absorbance, 30 min. inhibition, % at 10 µM. hit rate 1.4% among 360,000. AID 602449, 2012;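 active = inhibition of 50% or more, scaled per plate between neutral and stimulator controls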;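 also: 0% = DMSO wells given calcium and 100% = 1 mM EGTA wells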
Numbers without * were called inactive.

SMILES	MPTP inh
CCCCCNC(=O)C(c1ccccc1F)n1c(=O)c(-c2ccco2)nc2ccccc21 (stereo unspecified)	-0.2
Cc1c(C(=O)NCc2ccc3c(c2)OCCO3)sc(=O)n1Cc1ccccc1C(F)(F)F	-0.6
COc1ccc(F)cc1-c1cc(NC(C)=O)c2ncc(-c3cc(OC)c(OC)c(OC)c3)n2c1	5.9
O=C(NCC1CC1)c1ccc(-n2ccnc2)c2ccoc12	-1.1
COCCNc1nc(-c2ccc(OC)cc2C)c2sc(-c3ccccc3)cc2n1	-1.9
CC(C)NC(=O)C1(C)Cc2c(-c3ccc(N(C)C)cc3)ccnc2O1 (stereo unspecified)	0.8
COc1cc(S(=O)(=O)N2CCN(C(=O)c3cccs3)CC2)ccc1NC(C)=O	-1.6
Cc1ccc(S(=O)(=O)N2[C@@H](c3ccc(Cl)cc3)C(C(=O)OC(C)(C)C)=CC[C@H]2c2ccc(Cl)c(Cl)c2)cc1	0.4
COc1ccc(NC(=O)N(C)[C@H]2C[C@H]3c4[nH]c5ccc(-c6cccc(C)c6)cc5c4CCN3C[C@H]2[C@H](C)O)cc1	-0.5
CC1CCN(C(=O)C2CCC(CNS(=O)(=O)c3ccc4c(c3)C(C)(C)C(=O)N4C)CC2)CC1 (stereo unspecified)	-3.3
CCCS(=O)(=O)NC(=O)C1(C)CCN1C(=O)Cc1ccc(-c2ccccc2)cc1 (stereo unspecified)	7.5
CC(=O)N1Cc2cc(C(=O)NCC(F)(F)F)nc(-c3cccc(-c4cc5ccccc5o4)c3)c2[C@@H]1CCO	-1.6
Cc1cccc(C)c1NC(=O)CN1CCN(C(=O)CCC(=O)N2CCC(c3ccccc3)=N2)CC1	0.6
CCCCNC(=O)c1nc(-c2cccnc2)oc1-c1ccc(OC(F)(F)F)cc1	1.3
CCN(CC)C(=O)C1=C(C)N(CCC2=CCCCC2)C(=O)C(CC(=O)NCc2cccs2)C1 (stereo unspecified)	-1.7
CN1[C@@H](COCc2ccccc2)C=CS1(=O)=O	-2.0
C[C@@H]1COc2cccc(N(C)CCO)c2S(=O)(=O)N1	0.1
CCN(CC)C(=O)C1=C(C)N(Cc2ccc(F)cc2)C(=O)C(CC(=O)NCCN2CCOCC2)C1 (stereo unspecified)	0.0
COc1ccc([C@H]2CC(=O)C[C@@H](CCn3cc(Cc4ccccc4)nn3)O2)cc1	-0.3
COc1ccc(OCCNC(=O)c2ccc3nc(C)c(N(C)C(=O)CCc4ccccc4)n3c2)cc1	0.7
OC[C@H]1O[C@@H](c2nc(-c3cccc4ccccc34)no2)[C@H](O)[C@@H]1O	0.9
C/C=C/c1cccc(-c2nc(C(=O)N3CCN(C)CC3)cc3c2[C@@H](CCO)N(C(=O)NC(C)C)C3)c1	-0.3
CCCCn1nnnc1C1(C)CCC(=O)N1CCc1ccc(O)cc1 (stereo unspecified)	-0.5
COCCNC(=O)C1(C)CCN(C(=O)c2ccc(F)c(C)c2)C1 (stereo unspecified)	0.8
Cc1cn([C@H]2C[C@H](O)[C@@H](CNCc3cnc(N4CCOCC4)s3)O2)c(=O)[nH]c1=O	-0.3
C[C@H](CO)N1C[C@H](C)[C@H](CN(C)Cc2ccncc2)Oc2cc(-c3ccccc3F)ccc2S1(=O)=O	-0.8
COc1cc2oc(=O)cc(CN3CCN(c4ccccc4OC)CC3)c2cc1Cl	1.3
CC1(C(=O)NCC(F)(F)F)CCN1C(=O)C1(c2ccccc2)CC1 (stereo unspecified)	0.0
COc1ccc2c(C)cc(=O)sc2c1	0.9
O=C(NC1CCCC1)C(C1CC1)n1c(-c2cc3ccccc3[nH]2)nc2ccccc21 (stereo unspecified)	-0.6
C[C@@H]1CN([C@@H](C)CO)C(=O)CCCn2cc(nn2)CO[C@H]1CN(C)S(=O)(=O)c1ccc2c(c1)OCCCO2	-0.7
CCCc1c(C(=O)N/N=C/C=C/c2ccccc2)nnn1-c1nonc1N	-0.2
C[C@H]1CN([C@@H](C)CO)C(=O)c2cc(-c3cccc(F)c3)cnc2O[C@H]1CN(C)C(=O)c1cnccn1	0.2
CCCC(=O)N1CCCC1(C)C(=O)Nc1cc(OC)c(OC)c(OC)c1 (stereo unspecified)	-1.1
Nc1nc2ccccc2cc1C(=O)NCCCCc1ccccc1	94*
Cc1cc(F)cc(-c2cc(C(=O)NCc3ccccc3)[nH]n2)c1	2.4
CC1C(=O)N(Cc2cn(CC3CCCCC3)nn2)CCS(=O)(=O)N1Cc1ccc(-c2ccc(Cl)cc2)cc1 (stereo unspecified)	0.4
CCCNC(=O)N(C)C[C@H]1Oc2ncc(Br)cc2C(=O)N([C@H](C)CO)C[C@H]1C	-0.1
COc1ccc(S(=O)(=O)N2CCOC2CNC(=O)C(=O)NCCCN2CCCC2=O)cc1OC (stereo unspecified)	0.9
CC1(C(=O)Nc2ccc(F)c(Cl)c2)Cc2c(-c3cccc(C(F)(F)F)c3)ccnc2O1 (stereo unspecified)	1.6

In the list so far, these contain a CF3 group:
SMILES	MPTP inh
Cc1c(C(=O)NCc2ccc3c(c2)OCCO3)sc(=O)n1Cc1ccccc1C(F)(F)F	-0.6
CC(=O)N1Cc2cc(C(=O)NCC(F)(F)F)nc(-c3cccc(-c4cc5ccccc5o4)c3)c2[C@@H]1CCO	-1.6
CCCCNC(=O)c1nc(-c2cccnc2)oc1-c1ccc(OC(F)(F)F)cc1	1.3
CC1(C(=O)NCC(F)(F)F)CCN1C(=O)C1(c2ccccc2)CC1 (stereo unspecified)	0.0
CC1(C(=O)Nc2ccc(F)c(Cl)c2)Cc2c(-c3cccc(C(F)(F)F)c3)ccnc2O1 (stereo unspecified)	1.6

Some of these compounds in order of the MPTP inh value, ascending:
Compound,MPTP inh
C[C@@H]1CN([C@@H](C)CO)C(=O)CCCn2cc(nn2)CO[C@H]1CN(C)S(=O)(=O)c1ccc2c(c1)OCCCO2,-0.7
Cc1cn([C@H]2C[C@H](O)[C@@H](CNCc3cnc(N4CCOCC4)s3)O2)c(=O)[nH]c1=O,-0.3
C[C@H]1CN([C@@H](C)CO)C(=O)c2cc(-c3cccc(F)c3)cnc2O[C@H]1CN(C)C(=O)c1cnccn1,0.2
COCCNC(=O)C1(C)CCN(C(=O)c2ccc(F)c(C)c2)C1 (stereo unspecified),0.8

(listing goes on)
SMILES	MPTP inh
COc1ccc(-c2ccc(C(=O)NC3CCCCC3)c3occc23)c(C)c1	-1.8
O=C1c2ccccc2C(=Cc2cccnc2)c2ccccc21	0.7
N#CC1=C2CCCCC2(O)NC1=O (stereo unspecified)	-0.1
COc1cccc(C(O)c2nc(-c3cccc(F)c3)cs2)c1 (stereo unspecified)	1.5
COC(=O)[C@]12CCCCC=C1N(CCC1=CCCCC1)C(=O)[C@H](CC(=O)NCc1ccc(OC)c(OC)c1)C2	0.1
Nc1ncnc2c1ncn2[C@@H]1O[C@H](C(=O)N2CCCN(Cc3cccs3)CC2)[C@@H](O)[C@H]1O	0.6
Nc1ccc(S(=O)(=O)Nc2nccc(/C=C/c3cccc([N+](=O)[O-])c3)n2)cc1	0.1
CCCS(=O)(=O)NC(=O)C1(C)CCN(C(=O)c2sccc2C)C1 (stereo unspecified)	0.4
OC(c1cccc(F)c1)c1ncc(-c2ccc3ccccc3c2)[nH]1 (stereo unspecified)	1.1
CCNC(=O)C1(C)CCCN(Cc2csc3ccccc23)C1 (stereo unspecified)	-0.6
OC1CCC2CN3CCc4c([nH]c5ccccc45)C3CC2C1 (stereo unspecified)	-1.8
COc1ccc(CCn2c(C)cc(C(=O)COC(=O)c3ccc(O)cc3O)c2C)cc1	1.5
O=C(CSc1nc2ccccc2c(=O)n1-c1ccc(F)c(Cl)c1)Nc1ccc2c(c1)CCC2	0.6
O=C1C=C(OCCF)CC(c2ccccc2C(F)(F)F)O1 (stereo unspecified)	-0.2
CC1(c2nnnn2Cc2ccccc2)CCC(=O)N1Cc1ccco1 (stereo unspecified)	-0.6
COc1ccc(-c2csc(C(O)(c3ccccc3)C(F)(F)F)n2)cc1 (stereo unspecified)	2.3
O=C1C(c2ccccc2)=NCCN1C(c1ccc(F)cc1)c1nc2ccccc2[nH]1 (stereo unspecified)	0.0
CSCCC(c1nnnn1-c1c(C)cccc1C)N1CCN(C/C=C/c2ccccc2)CC1 (stereo unspecified)	2.3
C[C@@H](CO)NC(=O)c1[nH]cnc1C(=O)Nc1ccc(CNC(=O)OC(C)(C)C)cc1	-0.7
Cc1c(C(=O)NCc2cccc(Cl)c2)sc(=O)n1Cc1ccc(F)cc1	-1.9

Some values from the list:
MPTP inh with COc1cc2oc(=O)cc(CN3CCN(c4ccccc4OC)CC3)c2cc1Cl → 1.3
MPTP inh with COc1ccc(-c2csc(C(O)(c3ccccc3)C(F)(F)F)n2)cc1 (stereo unspecified) → 2.3

(listing goes on)
SMILES	MPTP inh
Cc1ccc(F)c(S(=O)(=O)NC(=O)C2(C)CCN2C(=O)c2sccc2C)c1 (stereo unspecified)	-1.1
COC(=O)c1ccc2nc(C3CCCCC3)c(Cc3cccc(F)c3)n2c1	-1.5
OC(c1cccc(Cl)c1)c1nc(-c2cnc3ccccc3c2)cs1 (stereo unspecified)	2.8
CC1(C(=O)NC2CCCCC2)CCC(=O)N1CC(F)(F)F (stereo unspecified)	0.4
NC(Cc1ccccc1)c1csc(Nc2ccc(C(=O)NCCO)cc2)n1 (stereo unspecified)	-0.5
CCCCN1C(=O)C(CC(=O)NCc2ccco2)CC(C(=O)N(C(C)C)C(C)C)=C1C (stereo unspecified)	0.0
CC1=C(C(=O)N(C(C)C)C(C)C)CC(CC(=O)NCC2CCCCC2)C(=O)N1Cc1ccccc1 (stereo unspecified)	-0.5
O=C(NCc1ccc(F)cc1)c1cc(C2CCCN(C(=O)c3ccc4ccccc4c3)C2)on1 (stereo unspecified)	0.2
O=c1n(Cc2ccccc2)c(O)c2n1Cc1ccccc1N=C2c1ccccc1	-1.2
CCCN1C(=O)C(=O)N(CC(=O)N2c3ccccc3NC(=O)CC2C)C1=O (stereo unspecified)	0.1
CCCCNC(=O)C[C@@H]1C[C@@]2(C(=O)OCC)CCC=C2N(CCC2=CCCCC2)C1=O	-0.1
COc1ccccc1C(=O)NNC(=O)c1ccc(O)cc1	-0.5
COc1ccc(S(=O)(=O)N2C[C@H]3CON(C)[C@H]3C[C@H]2c2ccc(-c3cc4ccccc4o3)cc2)cc1	-2.4
Cc1cccc(C(=O)OCC(=O)NCc2ccc(Cl)cc2)c1	0.8
CCC(CC)C(=O)N(C)c1c(C)nc2c(OCC(=O)N(C)C)cccn12	-1.4
COc1ccc(-c2csc(C(NC(C)=O)c3cccc(OC)c3)n2)cc1 (stereo unspecified)	0.8
CCOC(=O)[C@]12CCCC=C1N(Cc1cccc3ccccc13)C(=O)[C@H](CC(=O)NCc1ccc(C)o1)C2	-0.7
O=S1(=O)N[C@H](Cc2ccccc2)COc2cc(N3CCSCC3)ccc21	0.3
COC(=O)[C@]12CCCCC=C1N(Cc1cccc3ccccc13)C(=O)[C@H](CC(=O)NCCCN1CCCC1=O)C2	0.3
O=C(NC1CC1)c1cccc2c1C(=O)c1ccc(N3CCC(N4CCCCC4)CC3)cc1S2(=O)=O	-1.1
COc1ccc(C(=O)NCC(c2ccco2)N2CCOCC2)cc1 (stereo unspecified)	-1.2
O=C(NCCN1CCC(n2c(=O)[nH]c3ccccc32)CC1)c1ccccc1Cl	0.5
COc1ccc(C#Cc2ccc3c(c2)O[C@H](CN(C)C(C)=O)[C@H](C)CN([C@@H](C)CO)S3(=O)=O)cc1	0.6
Cc1cc2nc(-c3ccc(Cl)cc3)c(Cc3ccsc3)n2c(C)c1Br	3.1
COc1ccc(CNC(=O)c2sc(=O)n(Cc3ccccc3OC)c2C)cc1	0.2
O=C(NC1CCCC1)C1c2ccccc2OCC(=O)N1CCCN1CCOCC1 (stereo unspecified)	0.2
COc1ccc(C(C(=O)NC(C)(C)C)n2c(-c3ccc(=O)[nH]c3)nc3ccccc32)cc1 (stereo unspecified)	7.0
O=C(Oc1ccc(-c2nnco2)cc1)c1cc(S(=O)(=O)N2CCOCC2)ccc1F	-0.3
C/C(=N/NC(=O)c1nnn(-c2nonc2N)c1CSc1ccc(C)cc1)c1ccncc1	-0.4
COCC1CCCCN1C(=O)c1cc(COc2ccc(C)c(C)c2)on1 (stereo unspecified)	0.0
COC(=O)C[C@H]1C=C[C@@H](NC(=O)Nc2c(C)noc2C)[C@@H](CO)O1	3.1
COc1ccccc1Cc1c(-c2cccc(Br)c2)nc2c(C)cc(Br)cn12	-2.0
C[C@H]1Cn2cnc(C(=O)Nc3cccc(Cl)c3)c2C(=O)N1	-0.1
Cc1ccc(CNc2nc(NC(C)C)nc3ccsc23)c(C)c1	11
COc1ccc(NC(=O)C[C@H]2C(=O)N(CCc3ccccc3)C[C@@H]2C)cc1	1.0
Cc1cccc(C)c1-n1nnnc1C(c1cccs1)N1CCN(C/C=C/c2ccccc2)CC1 (stereo unspecified)	2.6
Cn1ccc2c(-c3ccc4c(c3)OCCO4)cc3c(c21)C1CCC3O1 (stereo unspecified)	-0.6
CCc1nc2ccc(C(=O)NCc3ccc(OC)cc3)cn2c1N(CC)CCN(C)C	-0.3
CC(C)Cc1nnc(NC(=O)c2ccc(-n3cncn3)c([N+](=O)[O-])c2)s1	0.1
COc1ccc(C(NC(=O)C2CCN(CCOc3ccccc3)CC2)c2ccccn2)cc1 (stereo unspecified)	0.1
O=C1CCC[C@@H]2C=C[C@H](c3ccc(Br)cc3)[C@H]3CCN1[C@@H]32	-0.7
O=c1cc(CN2CCCCCCC2)c2c(ccc3ccccc32)o1	0.1
CCC(c1nnnn1-c1ccc2c(c1)OCCO2)N1CCN(c2ccc(C(F)(F)F)cn2)CC1 (stereo unspecified)	0.7
CC(=O)Nc1cccc(-c2ccnc3c2CC(C)(C(=O)NCCN(C)C)O3)c1 (stereo unspecified)	1.6
COc1ccc([C@H]2CC(=O)C[C@@H](CCn3cc(-c4ccccn4)nn3)O2)cc1	-0.2
C[C@@H]1Cn2cnc(C(=O)Nc3ccccc3)c2C(=O)N1	-1.6
COC(=O)[C@H]1C[C@@]2(O)CN(S(=O)(=O)c3ccc(C)cc3)C[C@@]2(OC(=O)NCC2CCCCC2)C[C@H]1C(=O)OC	-0.4

Some of the compounds tested; count on the stated rates, not on these rows.
